GLS inh: glutaminase GLS (human) inhibition; O94925; GLS enzymatic activity, qHTS titration; Potency, µM (top dose mostly 45.5 µM), inactives show top-dose activity change, negative = inhibition, actives largely listed as inhibitors; hit rate 0.21% among 410,000; AID 624170; note: potency is the fitted concentration of half-maximal effect; % is set by controls: 0 for no effect and ±100 for the full control effect
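Two-point fluorescence kinetic (t0, 30 min RT) for hKGA; glutamate detected via glutamate oxidase–HRP–Amplex Red. Substrate: 1 mM L-glutamine solution; buffer 45 mM KH2PO4, pH 8.2.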
IDH1 R132H inh: blocks human mutant IDH1 R132H enzyme; Potency, µM (top dose mostly 76.6 µM), for inactives: top-dose activity change, negative = inhibition, most hits filed as inhibitors; O75874; hit rate 0.093% among 390,000; IDH1-R132H enzyme, NADPH consumption, diaphorase/resazurin fluorescence; note: potency is the fitted concentration of half-maximal effect; % is set by controls: 0 for no effect and ±100 for the full control effect; nearly all actives have a fitted effect of over 65% in size
Target sequence (O75874 whole entry R132H, stated change not applied): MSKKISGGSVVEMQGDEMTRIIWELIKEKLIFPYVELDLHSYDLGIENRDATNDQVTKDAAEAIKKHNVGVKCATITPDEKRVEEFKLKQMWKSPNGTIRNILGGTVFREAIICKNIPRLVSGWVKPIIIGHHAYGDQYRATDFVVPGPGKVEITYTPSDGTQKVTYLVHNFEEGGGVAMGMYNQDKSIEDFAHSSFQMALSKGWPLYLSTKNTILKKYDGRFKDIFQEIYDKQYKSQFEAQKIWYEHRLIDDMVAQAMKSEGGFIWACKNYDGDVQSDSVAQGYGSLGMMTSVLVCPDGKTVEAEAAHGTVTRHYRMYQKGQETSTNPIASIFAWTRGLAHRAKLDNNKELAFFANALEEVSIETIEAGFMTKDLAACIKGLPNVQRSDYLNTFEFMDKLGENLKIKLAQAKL
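IDH1-R132H (0.5 ug/mL) preincubated 30 min with compound, then NADPH (0.016 mM) and alpha-KG (2 mM) added; 80 min at RT, pH 7.5. Remaining NADPH coupled via diaphorase/resazurin to fluorescence (540/590 nm); concentration-response curves normalized to no-enzyme control.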
TrxR1 substrate: is turned over as a substrate by rat TrxR1 | O89049 | purified TrxR1 substrate turnover, NADPH consumption readout | Potency, µM (doses to about 114 µM), inactives show at the top dose activity change, negative = substrate turnover | hit rate 0.01% among 390,000; note: potency is the fitted concentration of half-maximal effect; % is set by controls: 0 for no effect and ±100 for the full control effect; nearly all actives have a fitted effect of over 50% in size
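Rat TrxR1, dispensed at 90 nM, was prereduced with 400 uM NADPH (final) for 5 min at ~22 deg C, then incubated with compound 15 min before 400 uM selenite. A first-read NADPH fluorescence drop versus no-compound background flagged substrates.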
USP1-UAF1 inh: USP1/UAF1 (human) deubiquitinase inhibition; hit rate 0.23% among 390,000; Potency, µM (titrated, usually from 57.1 µM), for inactives: top-dose activity change, negative = inhibition, most hits filed as inhibitors; AID 743255; O94782; recombinant USP1/UAF1, Ub-Rhodamine cleavage fluorescence; note: potency is the fitted concentration of half-maximal effect; % is set by controls: 0 for no effect and ±100 for the full control effect; nearly all actives have a fitted effect of over 60% in size; inactives centre near -12
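High-throughput fluorogenic screen: 1nM USP1/UAF1 complex, Ub-Rho substrate 150nM final, 50mM HEPES pH 7.8 with 0.5mM EDTA, 0.1 mg/ml BSA, 1mM TCEP and 0.01% Tween-20.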
Tb PGK inh: T. brucei PGK inhibition | PGK/GAPDH coupled, Kinase-Glo luminescence, 60 min | P07378 | hit rate 0.043% among 380,000 | AID 602233 | Potency, µM (top dose mostly 57.5 µM), inactives show at the highest dose activity change, negative = inhibition, most hits filed as inhibitors; note: potency is the fitted concentration of half-maximal effect; % is set by controls: 0 for no effect and ±100 for the full control effect; nearly all actives have a fitted effect of over 60% in size
Target sequence (P07378 whole entry, looked up): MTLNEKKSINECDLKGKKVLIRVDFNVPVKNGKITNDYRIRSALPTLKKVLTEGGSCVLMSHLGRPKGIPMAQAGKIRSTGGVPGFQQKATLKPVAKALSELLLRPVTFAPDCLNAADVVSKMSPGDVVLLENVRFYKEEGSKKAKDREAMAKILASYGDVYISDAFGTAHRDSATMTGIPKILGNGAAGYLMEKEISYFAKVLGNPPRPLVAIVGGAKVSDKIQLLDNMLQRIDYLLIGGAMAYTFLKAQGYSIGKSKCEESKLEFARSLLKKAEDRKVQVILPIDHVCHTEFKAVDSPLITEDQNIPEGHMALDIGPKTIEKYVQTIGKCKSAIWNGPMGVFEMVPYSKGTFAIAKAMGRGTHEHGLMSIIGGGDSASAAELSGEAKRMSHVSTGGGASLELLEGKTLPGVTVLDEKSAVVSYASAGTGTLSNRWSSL
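Recombinant glycosomal PGK reaction used 1,3-bisphosphoglycerate generated in-well by GAPDH (100nM final) in 100mM TEA pH 7.6, 5mM MgCl2, 0.01% Tween-20. After 60 minutes at room temperature, ATP was read by Kinase-Glo Plus luminescence end-point.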
rTrxR1 inhibitor: rat TrxR1 inhibition | O89049 | recombinant rTrxR1, NADPH fluorescence consumption, selenite substrate | Potency, µM (highest dose often 114 µM), without a hit: at the top dose activity change, negative = inhibition, usual class: inhibitors | hit rate 1% among 390,000 | AID 588453; note: potency is the fitted concentration of half-maximal effect; % is set by controls: 0 for no effect and ±100 for the full control effect; nearly all actives have a fitted effect of over 65% in size
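Rat TrxR1 (90 nM in the dispensed reagent) was pre-reduced with 400 uM NADPH for 5 min at room temperature, then incubated with compound for 15 min. After 400 uM selenite was added, NADPH fluorescence (Ex 340/Em 450 nm) was followed for 8 min.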
PI4K2A block: PI4K2A (human) kinase inhibition | Q9BTU6 | purified PI4K2A, ADP-Glo luminescence, 1 h; hits give low values | activity change, negative = inhibition, % at 76.9 µM | hit rate 0.13% among 420,000 | AID 1346378; in the data active = activity change below about -50%; inconclusive = mostly about -30% to -49%;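 note: -100% = wells without enzyme as full effect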
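ADP-Glo luminescence measured ADP generated by PI4K2A enzyme (4 ug/mL before mixing) with 1.2 mM PI substrate (pre-mix) and 300 microM ATP (pre-mix). Tris pH7.5 buffer with MgCl2, Triton X-100; 1 h reaction at ambient temperature.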
HP1b binding inh: blocks HP1-beta chromodomain binding to methylated histone tails. P83916. AlphaScreen HP1-beta / biotin-H3K9me3 peptide binding. Potency, µM (series often up to 114 µM), for the others: at the highest dose activity change, negative = inhibition, usual class: inhibitors. hit rate 0.56% among 390,000. AID 540317; note: potency is the fitted concentration of half-maximal effect; nearly all actives have a fitted effect of over 70% in size; inactives centre near 23
Target sequence (P83916 whole entry, looked up): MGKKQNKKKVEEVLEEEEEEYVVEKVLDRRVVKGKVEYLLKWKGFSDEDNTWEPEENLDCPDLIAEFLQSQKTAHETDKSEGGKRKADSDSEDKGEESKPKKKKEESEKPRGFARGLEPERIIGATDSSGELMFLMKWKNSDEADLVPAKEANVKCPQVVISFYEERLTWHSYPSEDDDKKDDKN
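AlphaScreen: HP1-beta (50 nM) preformed 30 min with biotin-H3(1-18)K9me3 peptide (50 nM) in PBS pH 7.4, 0.01% Tween-20. Compound added for 30 min at RT, then streptavidin donor/nickel chelate acceptor beads (10 ug/mL) for 30 min.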
Pin1 inh: inhibitors of human Pin1; Pin1 FP peptide displacement, HiFluor488, 10 min; Potency, µM (titrated, usually from 115 µM), without a hit: top-dose activity, negative = inhibition, most hits filed as inhibitors; hit rate 0.009% among 390,000; AID 504891; active = well fitted inhibition curve with a large enough effect in the polarisation, with a control signal flat, not every such curve was filed as active; inconclusive = small, poorly fitted or top-dose-only effect, or effect the other way, or a change in a side signal; inactive = no such curve, though single readings can be large or run the other way; the % refers to the polarisation; note: potency is the fitted concentration of half-maximal effect; % is set by controls: 0 for no effect and ±100 for the full control effect
Starred values were filed as active, the others as inactive; i = inactive; u = inconclusive; x = no result given; & = joins results of further samples; [ ] = dose if it differs, or a comment. Unless noted, calls come from the whole dose curve; as a rule, active = well fitted curve in the direction sought with a large enough effect; inconclusive = small, poorly fitted or top-dose-only effect, or another doubt; inactive = no such curve, though single readings can be large; an effect the other way counts as inactive or inconclusive.

Order of results: rTrxR1 inhibitor | Pin1 inh | IDH1 R132H inh | HP1b binding inh | GLS inh | Tb PGK inh | TrxR1 substrate | PI4K2A block | USP1-UAF1 inh
O=C(OCc1cn([C@@H]2CN(C(=O)c3cccs3)[C@@H](c3ccc(Cl)cc3)C[C@H]2O)nn1)c1ccccc1
  x | x | -5.5% | x | 2.5% | -0.9% | x | 0.4 | -22.5%
Cc1ccc(NC(=O)CSCC(=O)Nc2nnc(C3CC3)s2)cc1
  -2.5% | 0.1% | 1.9% | 32.8% | -7.4% | -6.4% | -1.8% | 2.0 | -7.7%
CCCC(=O)NCCCc1nc2ccccc2[nH]1
  -10.8%[57.1 µM] | 3.4% | -8.6% | 52.6%[activator] | 1.1% | 7.8% | 2.2%[57.1 µM] | 5.8 | 6.6%
Cc1ccc(S(=O)(=O)n2nc(-n3c(C)ccc3C)c3c(F)cccc32)c2ccccc12
  17.8% | 2.9% | -3.8% | 10.4% | 5.8% | -0.3% | 5.7% | 0.8 | -25.1%
COc1cc(Cl)ccc1OCc1cc(C(=O)N(C)C2CC(C)(C)NC(C)(C)C2)no1
  -8.1% | -5.8% | 0.1% | 19.8% | 11.5% | 7.5% | -8.5% | -3.8 | 1.0%
CC(=O)Nc1ccc(S(=O)(=O)NCCc2cc3c(C)ccc(C)c3[nH]c2=O)cc1
  22.3% | -3.4% | 13.9% | 67.8%[activator] | 2.7% | i | 10.5% | -7.9 | -22.7%
Cc1sc2ncn(CC(=O)NC3CCCCC3)c(=O)c2c1C
  29.9% | 8.2% | -0.9% | 21.0% | 3.3% | -2.6% | 2.4% | 6.1 | -10.5%
CC1CN(c2ccccc2)CCN1C(=O)c1cc(COc2c(F)cccc2F)on1 (centres undefined)
  2.2% | 18.5% | 6.5% | 45.0%[activator] | 5.7% | -5.2% | 0.0% | 5.2 | -24.6%
CCn1c(C)nnc1SCC(=O)Nc1ccccc1Cl
  17.9% | 2.4% | -6.8% | 27.0% | -2.5% | -2.3% | -1.0% | -4.0 | -17.1%
COc1ccccc1-c1nn(-c2ccccc2)cc1C(=O)N1CCc2ccccc2C1
  28.4% | u | -1.0% | 7.0% | -1.3% | 4.8% | 4.2% | -1.7 | -18.5%
COC(=O)c1ccc(COc2ccc(/C=C/C(=O)c3ccc(OC)c(CSCC(=O)O)c3)cc2OC)cc1
  -29.1% | x | -2.1% | u | -13.9% | -15.0% | -10.7% | -9.7 | -17.4%
COc1ccc(NC(=O)C2CCCN(S(=O)(=O)c3ccc4[nH]c(=O)ccc4c3)C2)cc1OC (centres undefined)
  -4.4%&10.8% | 9.1%&8.1% | -5.7%&5.7% | 49.3%&35.4%[activator] | -7.7%&-7.9% | -6.4% | -8.5%&5.9% | -6.8&-3.3 | -11.1%&-20.4%
O=C(NCCC1=CCCCC1)C1CCN(S(=O)(=O)c2ccccc2)CC1
  5.0%[57.1 µM] | -10.3% | -1.6% | -2.6% | 0.0% | i | -1.5%[57.1 µM] | -0.8 | -24.1%
CCCn1c(N)cc(=O)n(CCC)c1=O
  38.3% | -1.0% | -1.5% | 46.0%[activator] | 2.6% | -5.5% | 6.7% | 0.6 | -22.3%
CCc1ccccc1NC(=O)Nc1ccc(F)cc1F
  7.6% | 2.5% | -5.0% | 23.9% | 5.5% | -1.2% | -2.1% | -3.3 | -1.6%
CCN(CC)C(=O)C1=C(C)N(CCC2=CCCCC2)C(=O)C(CC(=O)NC2CCCC2)C1 (centres undefined)
  x | x | 9.0% | x | -1.4% | -2.3% | x | 2.7 | -24.0%
O=C(NC1CCCC1)c1ccc2c(c1)N(Cc1c(F)cccc1Cl)C(=O)c1ccccc1S2
  19.7% | 44.9%[activator] | 7.4% | 39.0% | 6.6% | -0.5% | 0.7% | -0.7 | -26.1%
CCC(=O)NC1(Cc2ccc(O)cc2)CCCCC1
  14.0% | 1.4% | -6.7% | 21.3% | 0.0% | 3.5% | 3.0% | -0.6 | -22.2%
O=C(CSc1ncc(C(=O)O)n1-c1ccc(F)cc1)NCc1ccc2c(c1)OCO2
  13.9%[57.1 µM] | -0.9% | 16.5% | 22.7% | 6.8% | -0.5% | 1.7%[57.1 µM] | 1.4 | u
O=[N+]([O-])c1cccc(/C=N/N2CCN(Cc3ccccc3)CC2)c1
  12.0%[57.1 µM] | 5.4% | 5.2% | -13.0% | -7.3% | -5.7% | 3.2%[57.1 µM] | 4.4 | -24.8%
CS(=O)(=O)c1ccc(Cl)c(NC(=O)C2CCCN(C(=O)c3ccc(Cl)cc3)C2)c1 (centres undefined)
  11.7%[57.1 µM] | -3.6% | 4.7% | -14.4% | 1.9% | -4.2% | 4.8%[57.1 µM] | 1.3 | -11.1%
CCCc1nn2c(=O)cc(CSCC(=O)Nc3nnc(C(C)C)s3)nc2s1
  16.5% | -21.1% | -2.6% | 51.0%[activator] | 4.9% | -7.6% | -0.2% | 4.6 | -15.7%
O=C1CN(C(=O)CN2CCOCC2)C(c2ccccc2)c2cc(Br)ccc2N1 (centres undefined)
  7.3% | -0.3% | -3.7% | 19.4% | -7.9% | i | 6.1% | -4.3 | -26.2%
O=C(COC(=O)c1ccc2[nH]c3c(c2c1)CCCC3)Nc1ccccc1Cl
  4.3%[57.1 µM] | 5.9% | -0.7% | 26.2% | -0.6% | -4.9% | 2.0% | -0.6 | -4.5%
CN(C(=O)c1cccc([N+](=O)[O-])c1)c1ccccc1C(=O)NCc1ccccc1
  16.5% | -10.0% | 0.2% | 12.2% | 1.7% | 8.9% | 10.3% | 1.7 | -16.7%
COc1ccc(C(=O)NC(=O)CSc2n[nH]c(N)n2)cc1
  18.1% | -6.4% | -7.6% | 32.7% | 13.9% | -2.5% | 2.0% | -5.5 | -14.4%
O=c1nc2onnc2c(C=NO)[nH]1
  2.9%[11.4 µM] | -7.1% | -1.7% | 42.7%[activator] | -1.1% | -7.8% | -2.4%[11.4 µM] | 7.7 | -18.5%
Cc1cccc(-n2c(=O)[nH]c3c(C(N)=O)nc(-c4ccccc4Cl)nc32)c1
  24.3% | 29.5% | 3.4% | 25.4% | 1.2% | i | 9.2% | -3.1 | u
CCS(=O)(=O)CCSc1nc2c(cc1C#N)CCCC2
  -4.6% | 12.0% | 3.6% | 8.7% | 5.3% | 3.5% | 2.7% | -2.0 | -0.9%
Cc1ccc(C)c(NC(=O)NCc2ccccn2)c1
  16.5% | -3.5% | -1.1% | 26.4% | 9.6% | -0.1% | 0.7% | -4.2 | -14.8%

Remaining list, next part:
Order of results: rTrxR1 inhibitor | Pin1 inh | IDH1 R132H inh | HP1b binding inh | GLS inh | Tb PGK inh | TrxR1 substrate | PI4K2A block | USP1-UAF1 inh
c1ccc(-c2cc3ncc4c(n3n2)-c2ccccc2OC4)cc1
  8.4% | 1.0% | -4.0% | 31.0% | 2.6% | 5.0% | 38.7%[activator] | -0.4 | u
Cc1ccc(CS/C(Nc2ccccc2C)=C(\C#N)C(=O)NCc2ccco2)c(C)c1
  2.5% | 8.1% | 3.4% | 5.0% | -0.7% | -1.1% | 0.5% | 0.4 | -16.5%
COc1ccccc1N1CCN(C2CCN(S(=O)(=O)c3ccc4ccccc4c3)CC2)CC1
  1.5% | 4.9% | -1.8% | u | 23.3% | -2.7% | -0.4% | 0.3 | -17.1%
Fc1cc2nc(-c3ccncc3)[nH]c2cc1F
  8.1% | -5.9% | -2.3% | 16.9% | 19.4% | 6.7% | 290.6%[activator] | -2.4 | -14.6%
CCCCNC(C(=O)Nc1cccc(S(=O)(=O)N2CCOCC2)c1)c1ccccc1 (centres undefined)
  18.6%[57.1 µM] | -1.2% | 0.1% | 3.5% | -1.4% | 0.7% | -1.7%[57.1 µM] | 0.4 | -1.1%
C/C(CC(=O)Nc1ccccn1)=N\NC(=O)c1ccc(C)cc1
  -28.4% | -10.8% | -2.1% | 32.6%[activator] | -10.0% | 0.4% | -1.9% | 0.4 | -15.1%
COc1ccc(-c2ccc(OC)c(C3C4C=CCCC4(C)C(=O)N3Cc3ccccc3)c2)cc1 (centres undefined)
  19.5% | -1.3% | x | 2.9% | x | x | 10.9%[57.1 µM] | x | x
CC1CCN(c2nc(/C=C/c3ccccc3)nc3ccccc23)CC1
  9.2%[57.1 µM] | 2.4% | 4.4% | 164.5%[activator] | -7.1% | i | -20.7%[57.1 µM] | 1.4 | -23.5%
O=S(=O)(c1ccccc1)c1nnn2c1nc(NC1CCCCC1)c1sccc12
  4.1% | 1.9% | -22.8% | 17.0% | -7.6% | 0.9% | 2.5% | -4.9 | u
Cc1nn(C)cc1CN1CCC(CO)(CCOc2ccccc2)CC1
  29.5%[57.1 µM] | -4.1% | 1.5% | 61.4%[activator] | 2.9% | -0.4% | -8.1%[57.1 µM] | -0.6 | -11.8%
COc1ccc(C(=O)Nc2ccnn2C2CCN(C(C)CSC)CC2)cc1 (centres undefined)
  9.1% | -7.8% | -8.9% | 28.8% | 8.1% | 9.4% | 3.9% | -1.7 | -27.4%
CCOc1ccc(Br)cc1S(=O)(=O)NC1CC(C)(C)NC(C)(C)C1
  29.9% | -7.5% | 7.7% | 19.9% | -18.4% | -3.5% | 7.3% | -3.4 | -14.3%

The list is partial, so the mix of outcomes need not match the whole.
